Source: PubChem
FBW7 activator: activators of human E3 ligase FBW7; Q969H0; normalized activity (activation), % at 26.1 µM; hit rate 0.13% among 650,000; AID 1259310; AlphaScreen FBW7–phospho-cyclin E peptide binding, activator screen; in the data active means normalized activity above about 1.9%;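 further: purified mutant Fbw7 with reduced substrate affinity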
GPR151 activ: activators of human GPR151; hit rate 1% among 650,000; PathHunter beta-arrestin GPR151 cells, luminescence; AID 1508602; activation, % at 11.2 µM; in the data active means activation above about 4.9%;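 further: 0% = median of compound wells and 100% = cells with positive control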
Target sequence (Q8TDV0 whole entry, looked up): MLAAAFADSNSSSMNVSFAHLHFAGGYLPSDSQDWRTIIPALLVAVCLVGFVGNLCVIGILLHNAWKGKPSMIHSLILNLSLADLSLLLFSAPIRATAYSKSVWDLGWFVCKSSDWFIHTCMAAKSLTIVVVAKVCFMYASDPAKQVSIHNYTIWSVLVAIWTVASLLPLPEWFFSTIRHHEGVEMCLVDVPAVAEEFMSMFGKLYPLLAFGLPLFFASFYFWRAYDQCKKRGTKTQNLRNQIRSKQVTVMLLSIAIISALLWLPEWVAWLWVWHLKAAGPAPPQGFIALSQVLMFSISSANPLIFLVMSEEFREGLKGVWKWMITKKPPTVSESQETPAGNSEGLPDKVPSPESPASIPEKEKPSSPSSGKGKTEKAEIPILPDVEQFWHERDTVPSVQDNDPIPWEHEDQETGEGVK
MITF primary: blocks human microphthalmia-associated transcription factor | O75030 | AlphaScreen MITF homodimerization, bead proximity signal | inhibition, % at 2.6 µM | hit rate 0.91% among 650,000; in the data active means inhibition above about 50%;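 further: 0% = vehicle wells with protein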
Target sequence (O75030 whole entry, looked up): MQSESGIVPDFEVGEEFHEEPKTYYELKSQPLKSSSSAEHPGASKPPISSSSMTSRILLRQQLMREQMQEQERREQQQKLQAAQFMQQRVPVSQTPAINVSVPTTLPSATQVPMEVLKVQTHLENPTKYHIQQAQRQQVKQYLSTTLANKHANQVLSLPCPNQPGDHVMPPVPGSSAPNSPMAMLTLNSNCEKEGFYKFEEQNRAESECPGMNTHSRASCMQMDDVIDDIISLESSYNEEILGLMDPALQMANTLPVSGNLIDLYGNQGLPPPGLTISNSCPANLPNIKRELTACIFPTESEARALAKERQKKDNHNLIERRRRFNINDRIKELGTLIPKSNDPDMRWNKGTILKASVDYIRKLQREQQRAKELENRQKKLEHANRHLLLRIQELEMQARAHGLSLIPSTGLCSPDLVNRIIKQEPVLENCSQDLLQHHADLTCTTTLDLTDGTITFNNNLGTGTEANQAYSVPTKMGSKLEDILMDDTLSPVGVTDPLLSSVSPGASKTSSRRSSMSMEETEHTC
TEAD-YAP inh: TEAD-YAP interaction inhibition | inhibition, % at 9.12 µM | AID 1259422 | hit rate 1.4% among 640,000 | HEK-TIYL cells, TEAD-Gal4/YAP UAS-luciferase luminescence; in the data active means inhibition above about 32%;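 further: 0% = median of test compound wells and 100% = reference inhibitor wells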
* marks the source's active call; other numbers are inactive results; · = no result given; & = joins results of further samples.

Start of the data: the first 3 entries (preview)
SMILES	FBW7 activator	GPR151 activ	MITF primary	TEAD-YAP inh
Cc1cc(=O)n2c(-c3cccc(NC(=O)CCCc4ccccc4)c3)csc2n1	-0.1	-1.3	-10	2
O=C(NCC(c1ccco1)S(=O)(=O)c1cccs1)C1CCCCC1 (stereo not given)	-0.1	0.9	4	-4
COC(=O)C1C(=O)CC(C)(O)C(C(=O)OC)C1c1ccc(C(C)C)cc1 (stereo not given)	0.3	-0.3	16	18

The whole of this part, previewed entries included:
SMILES	FBW7 activator	GPR151 activ	MITF primary	TEAD-YAP inh
Cc1cc(=O)n2c(-c3cccc(NC(=O)CCCc4ccccc4)c3)csc2n1	-0.1	-1.3	-10	2
O=C(NCC(c1ccco1)S(=O)(=O)c1cccs1)C1CCCCC1 (stereo not given)	-0.1	0.9	4	-4
COC(=O)C1C(=O)CC(C)(O)C(C(=O)OC)C1c1ccc(C(C)C)cc1 (stereo not given)	0.3	-0.3	16	18
CC(C)(C)NC(=O)c1ccc(NC(=O)c2ccccc2)cc1	0.0	-1.3	-6	-4
O=C(CSCC(=O)N1CCCC1)Nc1nc(-c2ccc(Cl)s2)cs1	-0.1	-2.0	-1	0
COC(=O)c1ccc(NC(=O)/C(=C/c2ccc([N+](=O)[O-])cc2)NC(=O)c2cc(Br)ccc2OC)cc1	0.3	-0.1	4	1
CC(C)Cn1c(=O)n(C)c(=O)c2c3oc(=O)c(NC(=O)c4cccs4)cc3[nH]c21	0.1	0.2	17	5
Cc1ccc(NCCNS(=O)(=O)c2ccc3cccc4c3c2CC4)nn1	0.5	1.4	-3	3
O=C(Nc1ccc(OCc2ccccc2)cc1)c1cc(Cl)ccc1Nc1ccccc1	0.4	-1.3	-7	-8
CCc1nn(Cn2nnc3ccccc32)c(=O)c2cc3oc(C)cc3n12	0.5	-0.5	-8	5
COc1cc2ncn3c(=O)n(CC(=O)N(C)C4CCCCC4)nc3c2cc1OC	0.9	-0.3	4	0
O=c1c(-c2ccc(F)cc2)coc2cc(O)ccc12	1.1	-7.6	2	-17

Whole records, looked up by structure. Screens in order: FBW7 activator | GPR151 activ | MITF primary | TEAD-YAP inh
COc1cc2ncn3c(=O)n(CC(=O)N(C)C4CCCCC4)nc3c2cc1OC in the list: 0.9 | -0.3 | 4 | 0
CCc1nn(Cn2nnc3ccccc32)c(=O)c2cc3oc(C)cc3n12 in the list: 0.5 | -0.5 | -8 | 5
COC(=O)c1ccc(NC(=O)/C(=C/c2ccc([N+](=O)[O-])cc2)NC(=O)c2cc(Br)ccc2OC)cc1 in the list: 0.3 | -0.1 | 4 | 1
Cc1ccc(NCCNS(=O)(=O)c2ccc3cccc4c3c2CC4)nn1 in the list: 0.5 | 1.4 | -3 | 3

(next part)
SMILES	FBW7 activator	GPR151 activ	MITF primary	TEAD-YAP inh
Cc1nnc(N/N=C/c2cccn2-c2ccc([N+](=O)[O-])cc2)n1N	-0.9	0.1	2	-1
CCN1CCN(c2cc(C)c3cc(NC(=O)c4cc(Cl)ccc4OC)ccc3n2)CC1	1.1	0.7	6	-7
Cc1c(Cl)cn2c(=O)cc(CN3CCN(c4ccccc4)CC3)nc2c1Cl	0.0	-0.4	6	-4
CCOC(=O)NC(=O)/C(C#N)=C/c1ccc(OC)cc1	0.2	-1.2	14	2
COc1ccc(C(=O)Nc2cccc(-c3nc4ncccc4o3)c2)cc1OC	-0.1	0.8	-3	-3
O=C(CSc1ccccn1)N/N=C/c1cccs1	0.0	-1.9	3	-8
Cc1nnc(NC(=O)Cc2ccc(F)cc2)s1	-0.2	1.5	17	5
COc1ccc(NC(=O)Nc2ccc(N3CCCC3=O)cc2)cc1OC	0.0	0.5	1	5
COc1ccc(OC)c(NC(=O)C2=C(C)NC(=O)NC2c2ccc(Cl)cc2Cl)c1 (stereo not given)	-0.2	0.6	-16	5
Nc1nc(Nc2ccc(N3CCOCC3)cc2)nc2c1ncn2CCN1CCCC1=O	-0.2	-1.6	2	-2
COc1ccc(C(=O)Oc2cc3c(C)cc(=O)oc3cc2Cl)cc1OC	-0.2	-1.0	-1	3
CCCCc1cc(=O)oc2cc(OC(C)=O)ccc12	-0.2	-1.0	2	5
CCCCC/C=C\C/C=C\C/C=C\C/C=C\CCCC(=O)Oc1ccc2ccc(=O)oc2c1	·	0.5	11	·
COc1ccc(C(=O)Nc2cc(C(=O)N3CCN(c4ccccc4OC)CC3)ccc2N2CC3CC(C2)c2cccc(=O)n2C3)cc1 (stereo not given)	-0.1	-0.8	-2	2
CC(C)CNC(=O)C(=O)NCC(c1ccco1)S(=O)(=O)c1ccc(Cl)cc1 (stereo not given)	-0.1	1.3	0	10
Cc1ccc(-c2[nH]ncc2/C=N/NC(=O)c2ccccc2)cc1	0.2	-1.7	21	-30
COc1ccc(N2C(=O)CN(C(=O)c3ccc(N4CCOCC4)cc3)CC2(C)C)cc1	0.8	0.1	14	4
COc1ccc(-c2noc(N3CCCC(C(=O)NC(C)C)C3)n2)cc1 (stereo not given)	0.4	-0.9	16	4
Cc1onc(-c2c(F)cccc2Cl)c1C(=O)OCC(=O)NC(=O)NC1CCCC1	-0.1	2.6	4	8
C=CCOc1cccc(/C=N/NC(=O)C(OC)c2ccccc2)c1 (stereo not given)	-0.1	-0.2	2	2
Cc1cccc(N2C(=O)CC(N(C(=O)c3ccco3)c3cccc(C)c3)C2=O)c1 (stereo not given)	0.0	-1.3	-5	-6
O=C(c1ccc2c(c1)OCCO2)C1CCN(C(=O)Nc2cccc(F)c2)CC1	-0.1	-0.3	1	4
COc1cccc(C(=O)N[C@H]2C[C@H]3C(=O)N[C@@H](CCCCN)C(=O)N3C2)c1	0.0	5.8*	11	2
O=C1NCCCC2c3c(cc(Br)c(O)c3Br)OC12N1CCCCC1 (stereo not given)	0.2	-0.7	18	9
Cc1cccc(CC(=O)Nc2cnn(-c3cccc(C(=O)Nc4ccc(=O)[nH]c4)c3)c2)c1	-0.3	2.2	-7	-7
Cc1c(C)c2ccc(OC3CCCCC3=O)cc2oc1=O (stereo not given)	0.7	0.7	11	-6
CS(=O)(=O)Nc1ccc(C(=O)NCCSCc2ccco2)cc1	0.0	1.5	0	1
CN(C)S(=O)(=O)N1CCc2ccc(NC(=O)C3(c4ccccc4)CC3)cc2C1	0.1	-0.1	4	-8
O=C(OCC(=O)N1CCCCC1)c1ccccc1Br	-0.1	-1.0	7	-29
Cc1noc(C)c1S(=O)(=O)N1CCCC(C(=O)Nc2ccc(Cl)cn2)C1 (stereo not given)	-0.1	0.5	4	6
c1cnc2cc(CN3CCc4nnc(C5CCCO5)n4CC3)ccc2c1 (stereo not given)	0.0	-0.3	-5	6
Cc1cccc(N(C)S(=O)(=O)c2ccc3[nH]cc(C(=O)NCc4ccccn4)c(=O)c3c2)c1	0.4	-0.3	-6	4
COc1ccc(-c2cccc(C(=O)NCCOc3ccc(C)cc3)c2)cc1	-0.1	-1.1	0	3
COc1ccc(-c2nnc(SCC(=O)Nc3ccc(Br)cc3)o2)cc1	-0.2	0.8	7	3
C=CCn1c(SCC(=O)Nc2cccc(C(=O)OCC)c2)nnc1-c1ccccc1	0.0	3.4	-1	10
COc1ccc(N2CC(O)(c3ccc(OC)cc3)[N+]3=C2SCCC3)cc1 (stereo not given)	0.0	1.5	-5	0

Arranged by molar mass (falling): three of the compounds above.
SMILES	FBW7 activator	GPR151 activ	MITF primary	TEAD-YAP inh
CC(C)CNC(=O)C(=O)NCC(c1ccco1)S(=O)(=O)c1ccc(Cl)cc1 (stereo not given)	-0.1	1.3	0	10
COc1cccc(C(=O)N[C@H]2C[C@H]3C(=O)N[C@@H](CCCCN)C(=O)N3C2)c1	0.0	5.8*	11	2
Cc1ccc(NCCNS(=O)(=O)c2ccc3cccc4c3c2CC4)nn1	0.5	1.4	-3	3

Next part
SMILES	FBW7 activator	GPR151 activ	MITF primary	TEAD-YAP inh
O=S(=O)(Nc1ccc2c(c1)OCO2)c1c(F)cc(F)cc1Br	-0.1	2.5	-6	-36
N#CC1=C(N)C(C#N)(C#N)C(c2ccco2)C2CCCC=C12 (stereo not given)	0.0	-0.9	11	9
N#CC1=C(N)N(c2ncn[nH]2)C2=C(C(=O)CCC2)C1c1ccccc1Cl (stereo not given)	0.3	-0.7	-8	-51
O=[n+]1c2c(n([O-])c3cc(F)ccc31)CCCC2	-0.1	1.7	0	8
Cc1ccc2oc(-c3ccc(NC(=O)c4ccc(Cl)c([N+](=O)[O-])c4)cc3)nc2c1	0.0	1.2	-3	-26
O=C1CC(c2ccc([N+](=O)[O-])cc2)C2=C(CC(c3ccc(F)cc3)CC2=O)N1 (stereo not given)	0.0	-0.4	-10	-7
CN(CC1COCCO1)c1nc2nonc2nc1N1CCSCC1 (stereo not given)	-0.1	-0.9	2	9
CCOC(=O)NC(Nc1ncccc1C)(C(F)(F)F)C(F)(F)F	0.4	1.9	15	-4
COc1ccc(CSc2cccc3cccnc23)cc1[N+](=O)[O-]	0.6	0.0	9	-10
Cc1cccc(/C=C2\NC(=S)NC2=O)n1	0.0	2.7	9	17
CN(C)S(=O)(=O)c1ccccc1/C=N\O	0.2	1.0	1	-2
N=C1/C(=C/c2ccc(F)cc2)C(=O)N=C2SC(C(F)(F)F)=NN12	0.3	-0.7	4	0
COc1ccc(-c2cc(C(=O)OCC(=O)NC(N)=O)c3ccccc3n2)cc1OC	-0.1	-0.1	-9	7
CC(C)Oc1ccc(C2CC(=O)N(C)C2)cc1 (stereo not given)	-0.1	-0.7	6	-3
COCCCn1c(SCC(=O)Nc2nc(C)c(C)s2)nnc1-c1ccoc1C	0.2	-0.7	-7	-4
COCCN(C)Cc1c(C(=O)N(C)CCc2ccccc2)nc2c(C)cccn12	0.2	-0.1	9	3
COc1cc(/C=c2\sc3nc4ccccc4n3c2=O)ccc1OCc1ccccc1F	0.0	0.6	11	-4
CC(=O)NNc1ccc(C(F)(F)F)cc1[N+](=O)[O-]	-0.3	0.7	30	-4
COC(=O)c1c(C)cc(OC(=O)c2c(C)cc(O)c(C=O)c2O)c(C)c1O	0.2	-2.8	21	-10
CCC(C)NCc1c(C(=O)O)n(Cc2ccc(Cl)cc2)c2ccccc12 (stereo not given)	0.8	-0.5	8	26
NC(Cc1c[nH]c2ccccc12)C(=O)O (stereo not given)	0.0&0.1&0.1	1.3&0.3&0.6	-6&0&12	-5&7&0
COC(=O)c1cccc(NC(=O)COc2cc(C)cc(C)c2)c1	-0.1	-0.1	-9	-9
O=C(c1ccc(N2CCCC2=O)cc1)N1CCCC1	0.0	0.0	3	6
C=C(C)CN(CC)Cc1c(C(=O)N(C)CCCC)nc2ccccn12	-0.1	2.5	3	3
O=C(c1ccc2c(=O)n(Cc3ccco3)c(=S)[nH]c2c1)N1CCC(Cc2ccccc2)CC1	0.1	3.1	16	8
CC(C)Oc1ccc(C(=O)Oc2coc(CSc3ncccn3)cc2=O)cc1	-0.1	-1.1	22	3
COCCOC(=O)C1=C(C)NC(=O)NC1c1ccc(OC)c(Br)c1 (stereo not given)	0.5	-1.2	19	2
CCOC1CC(C)(C)NC(=S)N1 (stereo not given)	-0.2	-0.1	-1	2
CCn1c(=O)cc(OCC(=O)N2CCN(c3ccccc3OC)CC2)c2ccccc21	0.1	0.6	13	11
Cc1ccccc1C(=O)Nc1ccccc1C(=O)NC(C)C	0.3	1.6	-1	-2
FC(F)(F)c1ccc(Cn2cnc3c(NCc4ccccc4)nc(Nc4ccc(-n5ccnc5)cc4)nc32)cc1	0.1	-2.4	18	-9
O=C(Nc1ccc([N+](=O)[O-])cc1)c1cccc(Oc2ccccc2)c1	0.0	0.5	-13	-34
CCOc1ccccc1N1CC(C(=O)Nc2ccc(C(=O)O)cc2)CC1=O (stereo not given)	-0.1	0.5	-78	4
CCCCN(C)C(=O)CCC(=O)n1ncc2c(C)cccc21	0.1	-0.4	11	1
COc1ccc(OC)c(S(=O)(=O)N(C)CC(=O)NC2CC2)c1	0.2	-1.0	8	4
Cc1cc(S(=O)(=O)N(C)c2ccccc2)ccc1Cl	1.3	-0.7	7	8
COc1ccc(C(=O)Nc2ccc(N3CCC(NCCN4CCOCC4)CC3)cc2)cc1	0.1	-0.4	16	7
O=S1(=O)CC(OS(=O)(=O)c2ccccc2)C(OS(=O)(=O)c2ccccc2)C1 (stereo not given)	0.1	0.5	71*	2
COCCNc1cc(-c2cccc(C(F)(F)F)c2)nc(-c2ccncc2)n1	0.0	0.6	4	17
N#Cc1cc2cc3c(cc2nc1NCCCNS(=O)(=O)c1cccc(Cl)c1)OCO3	-0.1	0.9	-3	1
CO[C@@H]1COC(=O)C/C=C/[C@H](C)COC(=O)[C@H](C)NC(=O)C/C=C/C1C (stereo not given in full)	1.0	1.4	-8	·
Cc1ccc(NC(=O)CSc2nc3nc(C)c(Cc4ccc(Cl)cc4)c(C)n3n2)cc1	-0.2	0.2	0	6
CC(C)N1CCC(N(CCN(C)C)C(=O)Nc2ccc(Cl)c(Cl)c2)CC1	-0.2	0.3	8	0
CCC(CC)C(=O)Nc1nnc2n1CCCS2	0.1	-1.4	9	-5
CSc1ccc(/C=C2\C(=N)N3N=C(N4CCOCC4)SC3=NC2=O)cc1	0.1	-1.1	3	2
O=C(O)c1ccc(NCN2C(=O)CSC2=O)cc1	0.5	1.0	8	-4
O=C(COC(=O)C1CC(=O)N(Cc2ccccc2)C1)Nc1ccc(SC(F)F)cc1 (stereo not given)	-0.1	-1.5	-1	5
CCOC(=O)C1CCCN(S(=O)(=O)c2ccc(OC)c([N+](=O)[O-])c2)C1 (stereo not given)	-0.2	0.7	-20	-1
COc1cccc(C2=NS(=O)(=O)N(C)C(C(=O)N3CCN(C)CC3)=C2)c1	0.2	-0.9	3	1
COc1ccc2cc3c(N)nn(C(=O)c4ccc(=O)[nH]c4)c3nc2c1	-0.1	0.8	4	3
